NPYLR7 agonist – mosquito NPYLR7 agonism | HEK293T NPYLR7/Galpha15, GCaMP6s calcium fluorescence | activation, % at 10 µM | 0.15% of 270,000 active | AID 1259423; in the data active = activation above about 40%;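 also: 0% = vehicle and 100% = reference agonist at the receptor; some compounds past the cut are filed as inactive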
hcGAS lum – inhibitors of human cGAS | inhibition, % at 12.5 µM | recombinant h-cGAS, ATP depletion, Kinase-Glo luminescence | 0.081% of 290,000 active | Q8N884 | AID 1259398;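 also: 0% = vehicle reaction and 100% = reaction without DNA for no activity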
Target sequence (Q8N884 whole entry, looked up): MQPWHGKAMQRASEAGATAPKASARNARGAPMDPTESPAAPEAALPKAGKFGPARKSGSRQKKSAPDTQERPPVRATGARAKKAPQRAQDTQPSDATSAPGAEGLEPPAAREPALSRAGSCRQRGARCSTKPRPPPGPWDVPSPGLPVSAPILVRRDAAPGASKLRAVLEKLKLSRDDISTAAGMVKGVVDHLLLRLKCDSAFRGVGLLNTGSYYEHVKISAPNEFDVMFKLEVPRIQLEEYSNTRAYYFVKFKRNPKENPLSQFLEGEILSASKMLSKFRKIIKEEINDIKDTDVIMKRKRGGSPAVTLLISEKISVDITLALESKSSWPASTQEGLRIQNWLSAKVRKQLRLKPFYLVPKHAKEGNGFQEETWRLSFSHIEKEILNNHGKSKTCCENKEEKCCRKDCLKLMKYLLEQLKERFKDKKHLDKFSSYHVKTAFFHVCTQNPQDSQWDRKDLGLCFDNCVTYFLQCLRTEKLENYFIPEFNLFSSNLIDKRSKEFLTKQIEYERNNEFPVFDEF
mcGAS inh – blocks mouse cGAS activity; Q8C6L5; recombinant cGAS, Kinase-Glo ATP depletion luminescence; inhibition, % at 12.5 µM; 0.15% of 160,000 active;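 also: 0% = negative control wells and 100% = reference inhibitor with no enzyme activity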
* hit, by the source's call; x = not tested or not shown; & = joins results of further samples. Rule as the data show it, unless noted: active = inhibition above about 40%; inactive = the rest. Hits appear at their usual frequency (roughly 0.26% active in at least one column).

SMILES | NPYLR7 agonist | hcGAS lum | mcGAS inh
Fc1cccc(F)c1C=Nc1ccc2c(c1)OCCO2 | 7 | -6 | -4
O=C(Nc1nnc(-c2ccc(F)cc2)s1)C1CCCN1S(=O)(=O)c1ccc(Br)cc1 (stereo not given) | 14 | -6 | -6
CN(CC(F)(F)F)S(=O)(=O)c1ccc(C(=O)O)cc1 | 1 | -6 | x
OCc1ccc(-c2cccc3ccnn23)cc1 | 8 | -2 | x
Cc1ccc(-c2nnc(Nc3ccc(OCC(N)=O)cc3)c3ccccc23)cc1S(N)(=O)=O | -17 | -5 | x
Cc1cccc(Cn2c(SC(C)C)nc3c2c(=O)n(C)c(=O)n3C)c1 | -3 | -11 | x
CCCCc1ccc(C(=O)Nc2cccc(C3SCC(=O)N3c3ccc(OCC)cc3)c2)cc1 (stereo not given) | 5 | -5 | -5
COc1ccc(-c2cc(C(=O)N(CC(=O)NN3CCOCC3)Cc3ccccc3)no2)cc1 | 6 | -18 | x
O=C(CSc1nc(=O)n2ccccc2n1)N1CCCc2ccccc21 | -1 | -11 | -8
COc1ccc(NC(=O)c2cn[nH]c2-c2ccc3c(c2)OCCO3)cc1 | 4 | -5 | -8
CS(=O)(=O)N1CCN(Cc2cc3nc(-c4cccc5[nH]ncc45)nc(N4CCOCC4)c3s2)CC1 | -9 | 2 | -3
Cc1cccnc1CN1CCN(Cc2ccc(-c3ccn[nH]3)s2)CC1 | -2 | -1 | x
CCC(C)NC(=O)CSc1nnnn1-c1ccccc1 (stereo not given) | -3 | -5 | -5
COC(=O)C1CCN(C(=O)C(=O)c2c(C)n(C)c3ccccc23)CC1 | -1 | -5 | -4
CCn1nc(C)c(CN2CCC(C(=O)Nc3cccc(-c4cccc(F)c4)c3)CC2)c1C | 8 | -9 | x
CC(=O)Cn1c(=O)n(C)c(=O)n(C)c1=O | 2 | -5 | x
Cc1nnc(SCC(=O)N2CCN(Cc3c(F)cccc3Cl)CC2)s1 | -1 | -2 | -5
CC(C)C[C@@H](NC(=O)[C@@]1(O)C[C@@H](O)[C@H](O)[C@@H](NC(=O)CS(=O)(=O)c2ccccc2)C1)C(N)=O | -9 | 5 | 2
COc1ccc(CN(C)C(=O)c2cnc(-c3ccccc3)nc2)cc1 | 4 | -5 | -17
CCCc1nc(C)sc1C(=O)NCc1ccccc1C | -9 | -5 | -6
COc1ccc([N+](=O)[O-])cc1N1C(=O)C2C3C=CC(C4CC34)C2C1=O (stereo not given) | -9 | -4 | -6
O=C(CN1CN(c2ccccc2)C2(CCN(C(=O)Nc3cccc(Cl)c3Cl)CC2)C1=O)NCc1ccc2c(c1)OCO2 | x | -8 | -4
COc1cccc(N2C(=O)NC(=O)/C(=C\c3ccc(N(C)C)c([N+](=O)[O-])c3)C2=O)c1 | -24 | -4 | -4
Cc1cc(C)n(CCCN(C)Cc2cc3n(n2)CCNC3)n1 | 2 | -4 | -1

Some of these compounds in order of length of the SMILES, rising:
SMILES | NPYLR7 agonist | hcGAS lum | mcGAS inh
CCCc1nc(C)sc1C(=O)NCc1ccccc1C | -9 | -5 | -6
Cc1cc(C)n(CCCN(C)Cc2cc3n(n2)CCNC3)n1 | 2 | -4 | -1
CN(CC(F)(F)F)S(=O)(=O)c1ccc(C(=O)O)cc1 | 1 | -6 | x
CS(=O)(=O)N1CCN(Cc2cc3nc(-c4cccc5[nH]ncc45)nc(N4CCOCC4)c3s2)CC1 | -9 | 2 | -3
COc1cccc(N2C(=O)NC(=O)/C(=C\c3ccc(N(C)C)c([N+](=O)[O-])c3)C2=O)c1 | -24 | -4 | -4

The listing continues.
SMILES | NPYLR7 agonist | hcGAS lum | mcGAS inh
CCOC(=O)C1C2C=CC3(CN(CC(C)C)C(=O)C13)O2 (stereo not given) | -1 | -8 | x
CCCc1nc2nc(C)c([N+](=O)[O-])c(=O)n2[nH]1 | 9 | -8 | x
COCCCNc1nc2c(c(=O)[nH]c(=O)n2C)n1Cc1ccccc1 | -6 | -7 | x
CC(C)C(C(=O)Nc1ccc2cn(C(C)C)nc2c1)N1CCCC1=O (stereo not given) | 0&-5 | -7&-7 | x
c1cnc(NCC2(c3ccc4c(c3)OCCO4)CCCC2)nc1 | -1 | -1 | x
CC(C)Oc1ccc(C(=O)Nc2ccnn2C2CCCCC2)cc1 | -18 | 2 | x
COc1cccc(CN(Cc2nc(C(=O)NC3CC3)co2)CC2CC2)c1 | 2 | -6 | -8
Cc1ccccc1C1CCCN1C(=O)NCc1ccnn1C (stereo not given) | 4 | -6 | x
CC(=O)Cn1c(=O)c2c(nc3n(C(C)c4ccccc4)c(C)cn23)n(C)c1=O (stereo not given) | 14 | -7 | x
Cc1nnc2ccc(C(=O)NC3C(C)CCCC3C)cn12 (stereo not given) | 3 | -5 | x
CCSc1nc(N2CCOCC2)c2cnn(CCNC(=O)c3ccc(F)cc3)c2n1 | 0 | 0 | -8
Cc1nnc(C(C)OC(=O)C2(C#N)CCCCC2)o1 (stereo not given) | 1&8 | -10&-9 | x
COc1ccc(OC)c(-c2csc(NC(=O)CCN3C(=O)NC4(CCCC4)C3=O)n2)c1 | -2 | -3 | x
Cc1c(-c2nccn2Cc2ccccc2Cl)c(=O)n(-c2ccccc2)n1C | 2 | 1 | x
CN1CCN(c2nc(CSc3ccccn3)cc(=O)[nH]2)CC1 | 3 | -4 | -8
Cc1ccc2c(c1)CCCN2CC(=O)N(CCC(N)=O)c1ccccc1 | 100* | 3 | 3
O=c1c2cnc3nc(-c4cccnc4)nn3c2ccn1Cc1ccccc1 | 1 | 5 | x
COCCc1noc(CN2CCC(N3CCCC3=O)CC2)n1 | 5 | -6 | x
O=C(N1[C@@H]2CC[C@H]1CC(O)C2)C1(Oc2ccc(Cl)cc2)CCNCC1 (stereo not given in full) | 14 | -6 | x
CC(=O)C1(O)CCC2C3CC(C)C4=CC(=O)C=CC4(C)C3(F)C(O)CC21C (stereo not given) | 0 | -1 | x
CCn1cc(NC(=O)Nc2ccc(OC)cc2)c2ccccc21 | 14 | -4 | x
CCCCN(CC#Cc1ccccc1)C(=O)c1occc1C | -4 | -1 | x
CCn1c(-c2cccs2)n[nH]c1=S | 4 | -3 | -5
Cc1oc(-c2cccc(F)c2)nc1CN1CCCCC1CCn1cccn1 (stereo not given) | 5 | -2 | -6
Oc1[nH]c2ccccc2c1N=Nc1ccc(F)c(Cl)c1 | -2 | -3 | x
Cc1ccc(CN(Cc2ccc3c(c2)OCO3)CC(C)O)o1 (stereo not given) | -4 | -6 | -5
Cc1oc(C)c(C(=O)NCCN2CCN(c3ccc(C(F)(F)F)cn3)CC2)c1C | 11 | -8 | -14
C=CCOC1OC(COC(C)=O)C(OC(C)=O)C(OC(C)=O)C1NC(C)=O (stereo not given) | -9 | -2 | x
COc1ccc(S(=O)(=O)Nc2ccc(N(C)C)c(CN(CC3CCCO3)C(=O)NC(C)(C)C)c2)cc1 (stereo not given) | x | -4 | -3
N#Cc1ccc(Sc2ccccc2C(=O)O)cc1 | 2 | -7 | x
COc1ccc(CN(CC2CCCO2)C(=O)c2ccco2)cc1OS(=O)(=O)c1ccc(F)cc1 (stereo not given) | -5 | -1 | -3
C1=CCC(CN2CCN(C3CCCCC3)CC2)CC1 (stereo not given) | x | 4 | -2
COC(=O)c1cccc(CN2C(=O)C(C)Sc3ccc(C(F)(F)F)cc32)c1 (stereo not given) | 11 | -3 | x
COC(=O)N1N=C(c2ccc(Br)cc2)CC1(O)C(F)(F)F (stereo not given) | 1 | -15 | -6
COc1ccccc1CCNC(=O)C(C1CCCC1)N1CCN(C(=O)c2ccc(C(F)(F)F)cc2)CC1 (stereo not given) | -10 | 0 | -4
COc1ccc(NC(=O)c2ccc(CN3CCNC(=O)C3)cc2)c(OC)n1 | 4 | -2 | x
CCOC(=O)C1=C(C)NC(C)=C(C(=O)OCC)C1c1cccs1 | -17 | 4 | 0
CCCn1c2c(c(=N)c3ccccc31)CCC2 | -10 | -4 | -5
COc1cc(C=NN2CCN(Cc3ccccc3Cl)CC2)cc(OC)c1O | -1 | -4 | -6
O=S(=O)(c1ccccc1F)N1CCN(c2nnnn2-c2ccccc2)CC1 | -4 | 0 | -4
Fc1ccccc1-c1nnc(SCc2cc3c(cc2Br)OCO3)o1 | 1 | -3 | x
CN1CCC2(CCN(C(=O)c3cc(-c4ccc(O)cc4)n[nH]3)CC2)C1 | 8 | -4 | -17
O=C(CSc1nnc(NC2CC2)s1)NCC1CCCO1 (stereo not given) | -1 | 2 | x
CC(C)N(CC(=O)N1c2ccccc2-n2cccc2C1c1ccc(F)cc1)C(=O)Nc1c(Cl)cccc1Cl (stereo not given) | 13 | -1 | -3
Cc1ccccc1CO[C@]1(C(=O)NCCN2CCOCC2)CC(OCc2c(F)cccc2F)[C@@H]2OC(C)(C)O[C@@H]2C1 (stereo not given in full) | 23 | -2 | -4
O=C(CCl)Nc1cc([N+](=O)[O-])ccc1Nc1ccc(F)cc1 | -6 | -2 | 57*
CC(NC(=O)c1ccccc1COc1ccccc1)c1ccccn1 (stereo not given) | -1 | -2 | x
Cc1cccc2c(C(=O)N(Cc3cccnc3)C(C)C)cc(-c3cncnc3)nc12 | -1 | -7 | x
CCc1[nH]n(C)c(=O)c1C1=C(N(C)Cc2ccccc2)C(=O)N(C2CCCCC2)C1=O | 22 | -1 | -7
Cn1nnnc1SCCNC1CCC2(CCNCC2)CC1 | -2 | -1 | -13
Cc1nn(CC(=O)c2cc(C)n(C3CC3)c2C)c(N)c1C#N | 4 | 1 | x
Cc1ccc2c(C)c(C(=O)N(C)CC3COCCO3)oc2c1 (stereo not given) | 14 | -3 | x
O=C(c1ccc(Cl)cc1)N1CCCC(OCc2ccc(F)cc2)C1 (stereo not given) | 3 | -4 | -5
O=C(Nc1ccccc1)Nc1ccccc1-c1csc(N2CCOCC2)n1 | 0 | -11 | x
COc1ccccc1C(=O)N1CCN(CC(OCc2ccc(C(F)(F)F)cc2)c2ccc(Cl)cc2)CC1 (stereo not given) | 4 | -9 | -7
C=CCOc1ccc(-c2ccc(C#N)cc2)cc1 | 1 | -5 | x
O=C(NC(C(=O)N/N=C\c1cc(Br)cs1)c1n[nH]c(=O)c2ccccc12)c1ccccc1 (stereo not given) | 7 | -5 | -3
COc1ccc(CC(=O)NCc2nnc(SCC(=O)N3CCCc4ccccc43)n2-c2ccc([N+](=O)[O-])cc2)cc1 | -7 | -4 | x
Cc1ccc(S(=O)(=O)Nc2ccc3c(c2)C(=O)Nc2ccccc2O3)s1 | 9 | -1 | x
COc1ccc(C(=O)NCCc2csc3nc(-c4ccc(OC)c(OC)c4)nn23)cc1 | 4 | -7 | -8
(cont.)
SMILES | NPYLR7 agonist | hcGAS lum | mcGAS inh
CC1=CC(=O)N(CCc2ccncc2)C1=O | -5 | -4 | -5
Cc1nnc(NCCC2CCC(=O)N2CCN(C)C)o1 (stereo not given) | x | -6 | -4
Cc1cccc(Cn2nc(-c3cccs3)c3sc(C)nc3c2=O)c1 | -1 | 14 | 2
O=C(Cn1nnnc1CN1CCOCC1)NCCCn1ncc2ccccc21 | -4 | 0 | -6
CN(Cc1cccs1)C(=O)Cn1cc([N+](=O)[O-])ccc1=O | 2 | -3 | -6
Cc1nnn(CCNC(=O)c2sccc2C(C)C)n1 | 9 | -9 | -7
CC(=O)Nc1ccc(NC(=O)c2ccc(F)c(F)c2)cc1C | 1 | -16 | x
CC(NC(=O)CCn1cnc2sc3c(c2c1=O)CCCC3)c1ccccc1 (stereo not given) | 3 | 0 | x
C=CCN(C(=O)Cc1c(C)[nH]c(=O)[nH]c1=O)C(C)C | -1 | -3 | x
CN(C(=O)C1CCCOC1)c1ccnn1C (stereo not given) | 1 | 2 | x
CC1(c2nc(C3CCOCC3)nn2CC2COCCO2)CC1 (stereo not given) | x | -14 | -6
CCOC(=O)c1sc(NC(=O)C(CC(C)C)N2C(=O)c3ccccc3C2=O)nc1C (stereo not given) | 0 | -3 | -8
Cc1ccc(F)c(N2CCN(C(=O)c3ccco3)C(C)C2=O)c1 (stereo not given) | -9 | -3 | -5
Cc1cc(C)c(CNC(=O)c2oc3ccccc3c2C)c(=O)[nH]1 | 8 | -10 | -7
CC(=O)Nc1ccc(S(=O)(=O)N(CC(=O)N2CCc3sccc3C2c2ccccc2)C(C)(C)C)cc1 (stereo not given) | -6 | 2 | -1
Cc1cccc(CO[C@]2(C(=O)NCC3CC3)CC(OCc3cccc(Cl)c3)[C@H](O)[C@H](O)C2)c1 (stereo not given in full) | 9 | -3 | -8
O=C(O)c1ccc2c(c1)CCN2S(=O)(=O)c1ccc(N2CC(C(=O)O)CC2=O)cc1 (stereo not given) | -2 | 0 | -11
C=CCOC(=O)c1sc2nc(CN(CC(O)COc3ccccc3C)C(C)C)[nH]c(=O)c2c1C (stereo not given) | -5 | -6 | -4
CC(C)CC(C)NC(=O)C1CC(=O)N(N(C)c2ccccc2)C1 (stereo not given) | 12 | -2 | -5
O=C(NCc1cccs1)NCC1CN(c2ccc3c(c2)OCO3)C(=O)O1 (stereo not given) | -1 | -2 | x
CC(=O)NCC1CCN(c2ccnc3ccc(Br)cc23)CC1 | 0 | -2 | x
C=CCN(CC(=O)Nc1ccc(N2CCN(C(=O)NC(C)C)CC2)cc1)C(=O)c1ccc(Cl)cc1 | 5 | 2 | x
C=CC(=O)N1CCCN(c2nc3ccccc3nc2C(=O)OCC)CC1 | 4 | -5 | -6

Single records, from the list above. Order of values: NPYLR7 agonist | hcGAS lum | mcGAS inh
Listed for C=CC(=O)N1CCCN(c2nc3ccccc3nc2C(=O)OCC)CC1 : 4 | -5 | -6
Listed for C=CCOC(=O)c1sc2nc(CN(CC(O)COc3ccccc3C)C(C)C)[nH]c(=O)c2c1C (stereo not given) : -5 | -6 | -4
Listed for Cc1ccc(F)c(N2CCN(C(=O)c3ccco3)C(C)C2=O)c1 (stereo not given) : -9 | -3 | -5
